RGS4 block: inhibitors of human RGS4; AID 463165; HEK293 M3R/RGS4 inducible, Fluo-4 calcium flux; hits give high values; triggered by carbachol at its EC20; P49798; hit rate 0.45% among 310,000; B-score at 10 µM;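 active = B-score, a plate-corrected calcium signal, over three deviations above library mean, with baseline fluorescence within five deviations of library mean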;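 note: RGS4 expression induced by doxycycline in cells with stable M3 receptor; B-score is computed from the integrated fluorescence ratio over baseline after carbachol; higher B-score means a larger calcium signal and so more RGS4 inhibition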
Target sequence (P49798 whole entry, looked up): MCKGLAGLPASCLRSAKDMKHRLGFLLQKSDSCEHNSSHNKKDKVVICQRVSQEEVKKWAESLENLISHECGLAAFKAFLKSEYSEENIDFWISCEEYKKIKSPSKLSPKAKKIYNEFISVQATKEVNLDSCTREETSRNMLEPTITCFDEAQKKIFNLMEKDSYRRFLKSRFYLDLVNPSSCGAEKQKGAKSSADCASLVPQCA
TRPC6 inhibitor: blocks the mouse TRPC6 cation channel. Q61143. HEK293-TRPC6, membrane potential dye, ACh-evoked depolarization; hits give low values. B-score at 10 µM. hit rate 1.1% among 310,000. AID 2553;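 active = B-score under library mean minus 3 SD, initial fluorescence not abnormally high, positive integrated signal ratio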;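 note: B-score derived from integrated fluorescence ratio over the kinetic read; more negative B-score means stronger inhibition of depolarization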
Target sequence (Q61143 whole entry, looked up): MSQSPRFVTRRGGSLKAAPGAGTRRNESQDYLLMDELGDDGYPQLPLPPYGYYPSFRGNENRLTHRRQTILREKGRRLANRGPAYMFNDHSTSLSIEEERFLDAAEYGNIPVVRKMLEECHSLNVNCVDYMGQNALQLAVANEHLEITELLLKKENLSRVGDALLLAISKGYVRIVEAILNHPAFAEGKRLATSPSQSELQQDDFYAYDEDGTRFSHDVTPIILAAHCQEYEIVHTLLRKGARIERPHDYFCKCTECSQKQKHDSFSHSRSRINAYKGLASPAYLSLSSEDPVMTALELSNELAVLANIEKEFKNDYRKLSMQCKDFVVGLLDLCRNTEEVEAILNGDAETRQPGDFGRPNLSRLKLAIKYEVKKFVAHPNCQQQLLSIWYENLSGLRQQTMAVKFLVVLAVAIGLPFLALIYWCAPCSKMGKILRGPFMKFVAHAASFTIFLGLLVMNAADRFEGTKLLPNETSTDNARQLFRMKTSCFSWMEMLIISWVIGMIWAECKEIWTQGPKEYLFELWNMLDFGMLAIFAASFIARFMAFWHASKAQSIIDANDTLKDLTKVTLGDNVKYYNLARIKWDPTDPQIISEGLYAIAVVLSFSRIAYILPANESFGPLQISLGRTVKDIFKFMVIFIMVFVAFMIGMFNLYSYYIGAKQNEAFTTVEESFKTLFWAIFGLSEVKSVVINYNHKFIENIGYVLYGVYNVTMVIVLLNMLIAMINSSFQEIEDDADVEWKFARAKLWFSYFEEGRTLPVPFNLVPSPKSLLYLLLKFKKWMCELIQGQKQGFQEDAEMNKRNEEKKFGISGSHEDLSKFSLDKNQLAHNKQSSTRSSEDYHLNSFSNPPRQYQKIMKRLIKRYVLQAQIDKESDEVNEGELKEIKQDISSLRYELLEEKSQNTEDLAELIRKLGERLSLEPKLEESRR
ANO1 block: mouse TMEM16A channel inhibition, primary screen; Q8BHY3; HEK293 TMEM16A/YFP iodide influx fluorescence, ionomycin; normalized B-score (activity score, 25-100; higher = stronger inhibition) at 10 µM; hit rate 1.2% among 310,000; AID 588511;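 active = ratio plate-corrected score three or more library SD toward inhibition, starting fluorescence score within five deviations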;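 note: score derived from kinetic fluorescence span divided by baseline fluorescence per well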
TRPC6 activator: mouse TRPC6 channel activation | Q61143 | B-score at 10 µM | hit rate 0.13% among 310,000 | AID 2550 | HEK293-TRPC6 membrane potential dye fluorescence; hits give high values;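 active = B-score of the integrated fluorescence ratio above library mean plus 3 SD, and starting fluorescence ratio within library mean plus 5 SD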;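 note: higher score means more depolarization so channel activation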
MrgX1 allo act: human MrgX1 positive allosteric modulation, primary screen; Q96LB2; MrgX1-HEK293, Fluo-4 calcium flux, FDSS; hits give high values; hit rate 0.63% among 310,000; AID 588675; B-score at 10 µM;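 active = plate-corrected calcium response at least 3 library SD above typical, normal starting fluorescence, not activating the receptor alone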;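 note: compound read alongside a low EC10 to EC30 dose of BAM8-22 agonist; peak minus trough fluorescence over baseline measured at the second addition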
TRPC4 act: TRPC4 (mouse) channel activation; Q9QUQ5; AID 2237; HEK293 TRPC4beta/mu-opioid, Fluo4 calcium fluorescence; hits give high values; B-score at 10 µM; hit rate 0.49% among 310,000;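 active = B-score above 5 SD of library B-scores, and initial fluorescence ratio not above library mean plus 5 SD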;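 note: positive B-score marks a calcium rise read as TRPC4 activation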
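system = HEK293 cells stably co-expressing mouse TRPC4beta and mu-opioid receptor | schedule = Fluo4 dye loading 45 min at room temperature, 110 s recording | measure = B-scored integrated calcium fluorescence ratio | signal = Fluo4 calcium-sensitive dye fluorescence, kinetic, 1 Hz baseline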
TRPC4 block: TRPC4 (mouse) channel inhibition; HEK293 TRPC4beta/mu-opioid, DAMGO-evoked Fluo4 calcium flux; hits give low values; B-score at 10 µM; hit rate 0.39% among 300,000; AID 2247;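 active = B-score over 3 SD under the library average, no early fluorescence shift, positive overall ratio signal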
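Material: HEK293 cells with stable TRPC4beta plus mu-opioid receptor expression / Probe or stimulus: DAMGO in two steps, submaximal then maximal / Compound: single concentration per test compound / Technique: kinetic Fluo4 fluorescence imaging of calcium influx / Read-out: per-well B score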
TRPC4 PAM: allosteric potentiators of mouse TRPC4 channel | Q9QUQ5 | HEK293 TRPC4beta/mu-opioid, DAMGO EC20, Fluo-4 Ca2+ flux; hits give high values | B-score at 10 µM | hit rate 0.42% among 310,000 | AID 2227;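 active = B-score of calcium response area above 5 SD of library B-scores, with initial fluorescence ratio within 5 SD of library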;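 note: B-score of integrated fluorescence ratio over time as area under calcium response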
MrgX1 antagonist: blocks BAM8-22 activation of human MrgX1 receptor; MRGX1-HEK293 calcium flux, Fluo-4, BAM8-22 antagonism; hits give low values; B-score at 10 µM; hit rate 1.3% among 310,000; AID 588676;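 active = calcium-response B-score plate-corrected more than 3 library SD below zero, starting fluorescence within 5 deviations, no agonist response on first addition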;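 note: peak minus trough fluorescence over baseline after final BAM8-22 challenge near maximal dose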
TMEM16A act: activators or potentiators of mouse TMEM16A chloride channel. Q8BHY3. HEK293 TMEM16A/YFP-H148Q/I152L, iodide quench fluorescence; hits give low values. B-score at 10 µM. hit rate 0.3% among 340,000;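 active = fluorescence-ratio B-score plate-corrected deviation score at least 3 library SD below zero, with starting fluorescence score within 5 deviations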;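 note: channel opened by trigger with iodide after compound preincubation; score built on the fluorescence ratio of max minus min over baseline; more negative score means more quench and so TMEM16A activation or potentiation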
MrgX1 ag: agonists of human MrgX1 receptor. hit rate 0.44% among 310,000. AID 588627. Q96LB2. B-score at 10 µM. MrgX1-HEK293 cells, Fluo-4 calcium fluorescence, agonist mode; hits give high values;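 active = calcium response B-score plate-corrected fluorescence ratio at least 3 library SD, with starting fluorescence B-score inside 5 SD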
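System – MrgX1-expressing HEK293 cells · Incubation – cells plated overnight, dye loaded 0.5 h 37 °C, 0.5 h room temperature · Technique – kinetic Fluo-4 NW fluorescence of intracellular calcium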
Starred values were filed as active, the others as inactive; i = inactive; / = no result given.

SMILES	RGS4 block	TRPC6 inhibitor	ANO1 block	TRPC6 activator	MrgX1 allo act	TRPC4 act	TRPC4 block	TRPC4 PAM	MrgX1 antagonist	TMEM16A act	MrgX1 ag
CC1(C)C(=O)OC(c2ccccc2)C2(CCCC2)C1=O (stereo not given)	i	i	i	i	i	i	i	i	i	i	i
COCCn1c(Br)nc2c1c(=O)n(C)c(=O)n2C	i	i	i	i	i	i	i	i	i	i	i
O=C1OCC/C1=C\c1ccccc1O	i	i	i	i	i	i	i	i	i	i	i
CC1Nc2ncnc(N3CCN(c4ccccc4)CC3)c2N(Cc2ccc(Cl)cc2)C1=O (stereo not given)	i	i	i	i	i	i	i	i	i	i	i
CCOc1ccc(C(=O)Nc2ccc3nc(N4CCN(CC)CC4)cc(C)c3c2)cc1	i	i	i	i	i	i	i	i	i	i	i
O=C(CC1C(=O)NCCN1Cc1ccccc1)NCCCOc1cccnc1 (stereo not given)	i	i	i	i	i	i	i	i	i	i	i
COc1ccc(Cl)cc1S(=O)(=O)N1CCC(C(=O)NCc2ccccn2)CC1	i	i	i	i	i	i	i	i	i	i	i
CCOC(=O)C1CCCCN1Cc1cccc(C(F)(F)F)c1 (stereo not given)	i	i	i	i	i	i	i	i	i	i	i
Cc1nnc(SCC(=O)NC2CCCc3c2cnn3-c2ccc(F)cc2F)o1 (stereo not given)	i	i	i	i	i	i	i	i	i	i	i
CC(C)Oc1ccc(CCc2n[nH]c(=S)n2Cc2ccccc2)cc1	i	i	i	i	i	i	i	i	i	i	i
CCOC(=O)C1=C(N)Oc2cc(O)ccc2C1c1ccc(C)cc1 (stereo not given)	i	i	i	i	i	i	i	i	i	i	i
Cc1cc(C)n2ncc(C(=O)NCc3ccc(Cl)cc3)c2n1	i	i	i	i	i	i	i	i	i	i	i
CC1=NN(C(=O)Cn2nc([N+](=O)[O-])c(Br)c2C)C(O)(C(F)(F)F)C1 (stereo not given)	i	i	i	i	i	i	i	i	i	i	i
COCCNC(=O)NC(=O)CN1CCN(C(c2ccccc2)c2ccccc2)CC1	i	i	i	i	i	i	i	i	i	i	i
Cc1ccccc1C(=O)NCCOc1ccccc1Cl	i	i	i	i	i	i	i	i	i	i	i
Cn1cnc(S(=O)(=O)N2CCN(C(c3ccc(F)cc3)c3ccc(F)cc3)CC2)c1	i	i	i	i	i	i	i	i	i	i	i
NS(=O)(=O)c1ccc(CCNC(=O)CSc2nc3ccccc3c3nc(CCN4CCCCC4)nn23)cc1	i	i	i	i	i	i	i	i	i	i	i
COc1ccc(N=c2oc3c(OC)cccc3cc2C(=O)NCc2ccco2)c(OC)c1	i	i	i	i	i	i	i	i	i	i	i
COc1ccc(NC(=O)CSc2nncs2)cc1S(N)(=O)=O	i	i	i	i	i	i	i	i	i	i	i
Cc1cccc(Oc2nc3c(c(=O)n(C)c(=O)n3C)n2C)c1	i	i	i	i	i	i	i	i	i	i	i
Cc1ccc2nc(Nc3nc(CSc4nnnn4-c4ccccc4)cc(=O)[nH]3)nc(C)c2c1	i	i	i	i	i	i	i	i	i	i	i
Cn1c(=O)[nH]c(=O)c2c1nc(Sc1ccccc1)n2CCc1ccccc1	i	i	i	i	i	i	i	i	i	i	i
CC(C)(C)n1nnnc1C(c1cccs1)N1CCCC2(CCCCC2)C1 (stereo not given)	i	i	i	i	i	i	i	i	i	i	i
CCN(C1CCCCC1)S(=O)(=O)c1ccc(S(=O)(=O)N2CCN(CCC#N)CC2)cc1	i	-5.55*	i	i	i	i	i	i	i	i	i
Cc1ccc2c(c1)N(Cc1cccc(Cl)c1)C(=O)c1cccnc1O2	i	i	i	i	i	i	i	i	i	i	i
O=C1Nc2ccccc2C(O)(C(=O)NCc2ccco2)N1c1ccc(Cl)c(Cl)c1 (stereo not given)	i	i	i	i	i	i	i	i	i	i	i
O=C(CN1CCN(S(=O)(=O)c2ccccc2[N+](=O)[O-])CC1)Nc1ccc(N2CCOCC2)cc1	i	i	i	i	i	i	i	i	i	i	i
CCOc1ccc(CN(C)CC(=O)Nc2cc(C)c(C)cc2[N+](=O)[O-])cc1	i	i	i	i	i	i	i	i	i	i	i
COc1ccc(NC(=O)COC(=O)c2ccc(-n3cnnn3)cc2)cc1Cl	i	i	i	i	i	i	i	i	i	i	i
Cc1cc(N2CCN(c3cccc(C(F)(F)F)c3)CC2)n2nc(C)nc2n1	i	i	i	i	i	i	i	i	i	i	i
COc1ccc(-n2ncc3c(Nc4cccc(C)c4)ncnc32)cc1	i	i	i	i	i	i	i	i	i	i	i
N#C/C(=C\c1ccco1)Sc1nc2ccccc2s1	i	i	i	i	i	i	i	i	i	i	i
CCC(=O)Oc1oc(-c2ccccc2)nc1C=Nc1ccccc1OC	i	i	i	i	i	i	i	i	i	i	i
O=C(COC(=O)[C@H](Cc1ccccc1)NC(=O)c1cccs1)NC1CCCCC1	i	i	i	i	i	i	i	i	i	i	30*
Cc1cc(Nc2ccc(F)cc2F)n2nc(C)nc2n1	i	i	i	i	i	i	i	i	i	i	i
O=C(CC1C(=O)NCCN1Cc1ccccc1C(F)(F)F)NC1CCC1 (stereo not given)	i	i	i	i	i	i	i	i	i	i	i
CC1CC(C)CN(S(=O)(=O)c2ccc3c(c2)CCN3C(=O)C2CC2)C1 (stereo not given)	i	i	i	i	i	i	i	i	i	i	i
c1ccc(CN2CCCC3(CCCN(Cc4nc(CC5CC5)no4)C3)C2)cc1 (stereo not given)	i	i	i	i	i	i	i	i	i	i	i
Cc1ccc2c(c1)N(CC(=O)Nc1c(C)cccc1C)C(=O)c1cccnc1O2	i	i	i	i	i	i	i	i	i	i	i
COc1ccc([C@@H]2Sc3ccccc3NC(=O)[C@@H]2O)cc1	i	i	i	i	i	i	i	i	i	i	i
COCC(C)NS(=O)(=O)c1ccc(NC(=O)C(Cc2ccccc2)NC(N)=O)cc1 (stereo not given)	i	i	i	i	i	i	i	i	i	i	i
CN(CC(=O)NNC(=O)c1cccnc1)S(=O)(=O)c1cc(Cl)ccc1Cl	i	i	i	i	i	i	i	i	i	i	i
CN=Cc1nc(-c2ccccc2)oc1O	i	i	i	i	i	i	i	i	i	i	i
Cc1ccc(C)c(S(=O)(=O)c2c(C)cc(C)nc2Cl)c1	i	i	i	i	i	i	i	i	i	i	i
CCCn1nnc(NC(=O)C(c2ccccc2)c2ccccc2)n1	i	i	i	i	i	i	i	i	i	i	i
COc1ccc(C2=NN(c3ccccc3)C(c3cccs3)C2)cc1 (stereo not given)	i	i	i	i	i	i	i	i	i	i	i
CCOC(=O)c1cnc2c(OC)cccc2c1N1CC(C)CC(C)C1 (stereo not given)	i	i	i	i	i	i	i	i	i	i	28*
CN(C)c1ccc(/C=N\Nc2nc(-c3ccccc3)cc(=O)[nH]2)cc1	i	i	i	i	i	i	i	i	i	i	i
C1CC2CN(c3nc4nonc4nc3N3CCSCC3)CCN2C1 (stereo not given)	i	i	i	i	i	i	i	i	i	i	i
CCCCNC(=O)Cn1c(-c2ccc(OC)cc2)noc1=O	i	i	i	i	i	i	i	i	i	i	i
COC(=O)c1sccc1NC(=O)c1cc2c(s1)CCCC2	i	i	i	i	i	i	i	i	i	i	i
CC1CCCN(C(=O)COC(=O)CSc2ccc(C(N)=O)cc2[N+](=O)[O-])C1 (stereo not given)	i	i	i	i	i	i	i	i	i	i	i
CN(c1cccc(Cl)c1)S(=O)(=O)c1cccc(C(=O)Nc2ccc3c(c2)CCC3)c1	i	i	i	i	i	i	i	i	i	i	i
CCCCc1c(O)nc(SCC(=O)Nc2ccc3c(c2)CCC3)[nH]c1=O	i	i	i	i	i	i	i	i	i	i	i
Cc1ccc(OCCSc2ncccn2)c(C)c1	i	i	/	i	/	i	i	i	/	i	/
Cn1nc(C(F)(F)F)c(-c2ccccc2)c1NC(=O)c1nccnc1C(=O)O	i	i	i	i	i	i	i	i	i	i	i
COc1ccc(CCNC(=O)CSc2ccccn2)cc1OC	i	i	i	i	i	i	i	i	i	i	i
COc1ccc(CCc2cc(OC)cc(=O)o2)cc1	i	i	i	i	i	i	i	i	i	i	i
CCCCN(C(=O)c1ccc(Cl)cc1)C1CC2CCC(C1)N2C (stereo not given)	i	i	i	i	i	i	i	i	i	i	i
COCCCNC(=S)Nc1cccc(SC)c1	i	i	i	i	i	i	i	i	i	i	i

Two records drawn at random from the list so far, as already listed:
SMILES	RGS4 block	TRPC6 inhibitor	ANO1 block	TRPC6 activator	MrgX1 allo act	TRPC4 act	TRPC4 block	TRPC4 PAM	MrgX1 antagonist	TMEM16A act	MrgX1 ag
COCCn1c(Br)nc2c1c(=O)n(C)c(=O)n2C	i	i	i	i	i	i	i	i	i	i	i
O=C(COC(=O)[C@H](Cc1ccccc1)NC(=O)c1cccs1)NC1CCCCC1	i	i	i	i	i	i	i	i	i	i	30*

(list continues)
SMILES	RGS4 block	TRPC6 inhibitor	ANO1 block	TRPC6 activator	MrgX1 allo act	TRPC4 act	TRPC4 block	TRPC4 PAM	MrgX1 antagonist	TMEM16A act	MrgX1 ag
COC(=O)c1cn(-c2ccccc2)nc1-c1ccc(OC)c(OC)c1	i	i	i	i	i	i	i	i	i	i	i
CCCc1cc(=O)oc2cc(OCC(=O)NCc3ccccn3)ccc12	i	i	i	i	i	i	i	i	i	i	i
COc1cc(CNc2ccc3[nH]c(=O)[nH]c3c2)ccc1OCc1ccc(C)cc1	i	i	i	i	i	i	i	i	i	/	i
Cc1cccc(-c2noc(CN(C(=O)c3ccc(Br)o3)C(C)C)n2)c1	i	i	i	i	i	i	i	i	i	i	i
Cc1ccccc1CSCC(=O)NCc1ccco1	i	i	i	i	i	i	i	i	i	i	i
CC1CN(C(=S)NC2CCCC2)CC(C)O1 (stereo not given)	i	i	i	i	i	i	i	i	i	i	i
O=C(CCc1n[nH]c(=O)[nH]c1=O)N1CCOCC1	i	i	i	i	i	i	i	i	i	i	i
Cc1cc(C)cc(NC(=O)N2C3CCCC2CC(NC(=O)C2CC2)C3)c1 (stereo not given)	i	i	i	i	i	i	i	i	i	i	i
Cc1c(NC(=O)c2cc(-c3ccccc3O)on2)c(=O)n(-c2ccccc2)n1C	i	i	i	i	i	i	i	i	i	i	i
Cc1cc(=O)oc2cc(OCC(=O)Nc3c(Cl)cccc3C(F)(F)F)ccc12	i	i	i	i	i	i	i	i	i	i	i

Assay outcomes: PubChem BioAssay, Johns Hopkins Ion Channel Center
